Bioassay records deposited in PubChem by several laboratories.
Myeloid diff MLP: promotes myeloid progenitor differentiation. ER-HoxA9 myeloid progenitors, lysozyme-GFP differentiation, flow cytometry. calls only at 10 µM. 360,000 tested, 1% active. AID 624256;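 active means normalized GFP-positive differentiation at or above the plate's own cutoff, the solvent-only control mean plus 3 SD; inconclusive means no clear call, values can overlap the other calls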;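 further: cells exposed to compound for four days before flow analysis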
TNAP activators: human TNAP enzyme activators, primary screen, biochemical, luminescent, no phosphate acceptor, uHTS (AID 1001); activation fold at 20 µM; hits with a dose series show EC50 in µM; purified TNAP, luminescent activation assay, no phosphate acceptor; higher activation fold means a stronger effect; 200,000 tested, 0.03% active; in the data active means activation fold from about 3, or a potency from the dose series; inactive means the rest, 99 in 100 with activation fold below about 1.6; further: many of its hits are not listed in these tables
CSM14.1 death rescue: rescue of cells from ER stress-induced death, primary screen, 384-well, CSM14.1, thapsigargin, ATP luminescence (AID 1222); CSM14.1 thapsigargin-induced death rescue, ATP luminescence; higher % means a stronger effect; cellular ATP content (survival), % at 20 µM; hits with a dose series show EC50 in µM; 190,000 tested, under 10 active;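 active means EC50 below 50 µM in the dose-response confirmation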;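 further: death triggered by thapsigargin at about 15 µM added after 2 h compound pretreatment; cell ATP read after overnight thapsigargin exposure of roughly 18 to 22 hours; normalized against plate controls of thapsigargin alone and 5% DMSO vehicle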
M1AAP inhibition: P. falciparum M1AAP inhibitors, biochemical, fluorogenic H-Leu-NHMec substrate, 1536-well (AID 1445); 220,000 tested, 0.42% active; inhibition, % at 30 µM; hits with a dose series show IC50 in µM; recombinant M1AAP, H-Leu-NHMec fluorogenic kinetic assay; higher % means a stronger effect;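 active means primary inhibition above the hit cutoff, then over 50% inhibition at one or more dose response concentrations, cut at about 23% in these data, passing the limit was not always enough; inconclusive means conflicting primary data, or primary hits not chosen for dose response; inactive means low primary inhibition, or under 50% at every dose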;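 further: plate controls were DMSO full reaction for no effect and no enzyme background for full effect; strong numbers were not always called active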
PMI inhibition: human PMI inhibitors, high substrate, primary screen, biochemical, fluorescence intensity, high mannose 6-phosphate (AID 1220) | recombinant PMI enzyme, coupled fluorescence intensity; higher % means a stronger effect | 190,000 tested, 0.66% active | inhibition, % at 20 µM, or IC50 in µM where a hit was titrated
WT yeast gro inh: growth inhibition of WT yeast, mitochondrial fusion screen | mitochondrial fusion phenotypic screen, WT strain | inhibition, % at 10 µM | 190,000 tested, 2.1% active; in the data active means inhibition above about 58%; tested in S. cerevisiae
human PMI inhibition: inhibitors of human PMI, primary screen, biochemical, fluorescence intensity, coupled assay (AID 1209). purified PMI enzyme, coupled fluorescence intensity; higher % means a stronger effect. inhibition, % at 20 µM; hits with a dose series show IC50 in µM. 190,000 tested, 0.42% active;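 further: plate controls were DMSO vehicle for no effect and wells lacking substrate for full effect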
Hep lipid drop: hepatic lipid droplet formation modulation. AID 1656. inhibition, % at 6.5 µM. AML12 mouse hepatocytes, oleate lipid droplets, BODIPY imaging. 240,000 tested, 0.4% active;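 active means lipid droplet intensity inhibited by at least 50%, with more than 500 cells counted; inconclusive means wells with under 300 cells, treated as cytotoxic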
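Assay system: AML12 hepatocytes (mouse); Probe or stimulus: oleic acid at 100 µM to induce lipid droplet formation; Dosing: compound at 6.5 µM only; Schedule: compound with oleate, overnight; Detection: fluorescence imaging, 20x objective, two fields per well; Measure: % inhibition of lipid droplet signal.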
K1F lysis inhibition: inhibition of K1F phage lysis, E. coli UTI89, bacterial capsule biogenesis inhibitors, alamar blue (AID 488966). one-dose inhibition, % at 100 µM; IC50 in µM for titrated hits. 340,000 tested, 0.02% active. E. coli UTI89 K1F phage lysis, alamar blue, 2 h; higher % means a stronger effect;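 active means phage lysis inhibition, versus mean bacterial control, above a set limit; inconclusive means no clear call, values can overlap the other calls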;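 further: capsule biogenesis inhibitors block K1F phage lysis so surviving cells raise fluorescence; higher fluorescence means more inhibition of phage lysis; actives were called in the ten point dose series up to 300 µM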
WT yeast gro inh mutant strain: second read-out of WT yeast gro inh, no call of its own (marks repeat the call); inhibition, %; mitochondrial fusion phenotypic screen, mutant strain inhibition
Hep lipid drop cells 6.5 µM: second read-out of Hep lipid drop, no call of its own (marks repeat the call); cell count; measured here: cell count, cytotoxicity flag;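 cells counted across two imaged fields per well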
Myeloid diff MLP GFP+ MAC1+ %: further read-out of Myeloid diff MLP, marked with its call; GFP+ MAC1+ double positive, %; measured here: differentiation confirmed by MAC1 staining
The depositor's hits bear a star; i = inactive; ? = inconclusive; . = not tested or not shown. Unless noted, no stated cut-off is given here; in the data, active means inhibition above about 50%; inactive means the rest.

SMILES | Myeloid diff MLP | Myeloid diff MLP GFP+ MAC1+ % | TNAP activators | CSM14.1 death rescue | M1AAP inhibition | PMI inhibition | WT yeast gro inh | WT yeast gro inh mutant strain | human PMI inhibition | Hep lipid drop | Hep lipid drop cells 6.5 µM | K1F lysis inhibition
CCOc1ccc(CC2c3cc(OCC)c(OCC)cc3CCN2C(=O)CN2CCN(C)CC2)cc1OCC (stereo unspecified) | i | 0.5 | . | . | 11% | . | . | . | . | 22 | 594 | -1.3%
CCCC(=O)Nc1ccc(Cl)c(NC(=O)c2cccc(OC)c2)c1 | i | 0.2 | 1.1 | -1.0% | 3% | 10% | 4 | 6 | 8% | -26 | 685 | -0.1%
O=C(N/N=C/c1ccc2c(c1)OCO2)c1cc(-c2ccc(F)cc2)nc2ccccc12 | ? | . | 1 | -4.2% | 3% | 7% | 28 | 12 | 9% | 2 | 632 | 0.4%
CCC(CC)NC(=O)Nc1ccccc1C(F)(F)F | i | 0.3 | . | . | -2% | . | . | . | . | -18 | 727 | 0.3%
CCn1c(=N)c(S(=O)(=O)c2ccc(F)cc2)cc2c(=O)n3ccccc3nc21 | i | 0.6 | 1.1 | -0.8% | 5% | 1% | -13 | -14 | 3% | . | . | 1.2%
Cc1ccc(C(C)C)cc1C(=O)CC1(O)C(=O)N(C)c2ccccc21 (stereo unspecified) | i | 2.4 | 1.2 | -2.6% | -11% | 4% | 6 | 12 | 0% | . | . | 0.1%
COc1cc(OC)c2ccc(=O)oc2c1C(CCN1CCN(c2ccccc2)CC1)c1ccc2c(c1)OCO2 (stereo unspecified) | i | 1.3 | . | . | 10% | . | . | . | . | 3 | 659 | 0.8%
O=C(CN1CCN(Cc2ccccc2)C1=O)NCCCN1CCOCC1 | i | 2.3 | 1 | 0.8% | 5% | -3% | 12 | 10 | -4% | . | . | -1.4%
CCc1ccc(C(=O)COC(=O)CNC(=O)c2ccc(N3C(=O)c4ccccc4C3=O)cc2)cc1 | i | 0.7 | 1 | 2.5% | 0% | -19% | 14 | 4 | -20% | . | . | 0.4%
COc1ccc(C2NC(=O)NC(C)=C2C(=O)Nc2cccc(C)c2C)cc1 (stereo unspecified) | i | 0.9 | 1.1 | -1.1% | -2% | 10% | 6 | 6 | 10% | 6 | 691 | -0.3%
COc1ccc(C2c3ccc(O)cc3Oc3ncn(CCN4CCOCC4)c(=N)c32)cc1 (stereo unspecified) | i | 0.0 | . | . | 0% | . | . | . | . | 23 | 686 | 3.4%
Clc1cccc(Cl)c1COc1ccncc1 | i | 1.0 | 1.1 | -0.1% | 7% | 4% | 7 | -11 | 3% | -5 | 716 | 0.4%
Cc1ccc(CNC(=O)CCC2CCCN(Cc3cccc4c3OCO4)C2)o1 (stereo unspecified) | i | 0.6 | . | . | 8% | . | . | . | . | -2 | 746 | 0.0%
CC1CC(C)CN(C(=O)COC(=O)CCc2nc3ccccc3c(=O)[nH]2)C1 (stereo unspecified) | i | 0.2 | 1.1 | -4.6% | 1% | 5% | -5 | -19 | 11% | -22 | 377 | -1.8%
N#C/C(=C(/O)COc1ccccc1)c1nc2ccccc2s1 | i | 0.5 | 1 | -0.1% | 0% | -9% | -5 | 11 | -11% | 2 | 633 | 0.6%
CCOC(=O)c1c(-c2cccc([N+](=O)[O-])c2)csc1N | i | 0.9 | 1.1 | -4.7% | 5% | 50%* | -2 | 15 | 30% | 8 | 478 | 0.2%
N#Cc1c(-c2ccc(F)cc2)ccnc1N1CCOCC1 | i | 0.1 | 1.1 | 3.4% | 2% | -6% | 2 | 0 | -5% | -11 | 659 | -0.1%
C#CCSc1cc(C(F)(F)F)nc(-c2ccccn2)n1 | i | 0.1 | 1 | -1.4% | 9% | -15% | 25 | 23 | -22% | -15 | 645 | -1.4%
Cn1cc(Cl)c(C(=O)N/N=C/c2ccc(OS(=O)(=O)c3ccccc3)cc2)n1 | i | 0.7 | 1.1 | 1.2% | -2% | 12% | -6 | -4 | 16% | 5 | 757 | -0.2%
CC1CCN(S(=O)(=O)c2ccc(-c3nnc(SCc4cccnc4)o3)cc2)CC1 | i | 0.8 | 1 | 1.1% | 4% | 3% | 11 | 6 | 3% | . | . | 0.4%
Cc1ccc(OCC(=O)Nc2cccc(S(=O)(=O)N3CCOCC3)c2)c([N+](=O)[O-])n1 | i | 0.5 | 1 | -1.2% | 2% | -6% | 2 | -3 | -16% | 26 | 693 | -0.3%
c1ccc(-c2nnc(SCc3nnc(-c4cccs4)o3)o2)cc1 | i | 0.6 | 1.1 | 1.4% | 6% | 0% | 11 | 9 | 11% | -2 | 718 | 0.4%
COc1ccc(C(=O)NNC(=O)c2cccc(F)c2)cc1 | i | 0.3 | 1.1 | -1.3% | 14% | -2% | -17 | -8 | -6% | 1 | 693 | 0.1%
S=C(NCCc1ccccc1)Nc1ccc(Cl)cc1Cl | i | 0.9 | 1 | -0.4% | 6% | 13% | 34 | 16 | 12% | . | . | 0.4%
O=C(NCc1ccccc1F)C1CCN(C(=O)NCc2ccccc2)CC1 | i | 2.0 | 1.1 | -1.4% | 36% | -2% | 22 | 24 | -2% | . | . | -1.1%
O=C(NC(Cc1ccccc1)C(=O)O)/C(=C/c1ccc([N+](=O)[O-])cc1)NC(=O)c1ccccc1Br (stereo unspecified) | i | 0.3 | 1.1 | 0.1% | 6% | -22% | -7 | -6 | -17% | -2 | 677 | 0.0%
COc1cc(OC)c(NC(=O)c2ccoc2C)cc1Cl | i | 1.8 | 1.1 | -1.7% | 11% | 12% | 0 | -2 | 16% | 9 | 731 | 0.5%
Cn1cccc1/C=N/NC(=O)c1sc2cc(Cl)ccc2c1Cl | . | . | 1 | 3.0% | 1% | 0% | 1 | 17 | 0% | 9 | 714 | .
Cc1cccc(-n2c(C)n[nH]c2=S)c1 | i | 1.1 | 1 | 1.1% | 1% | 0% | -1 | -12 | -2% | . | . | 4.3%
COc1cc2c(C(=O)NC3CCCCCC3)cn(C)c(=O)c2cc1OC | i | 1.5 | 1.1 | -0.1% | 1% | -6% | 3 | 3 | 1% | . | . | 0.3%
CC1Cc2ccccc2N1Cc1nc2scc(-c3cccs3)c2c(=O)[nH]1 (stereo unspecified) | i | 0.5 | 1.1 | -0.7% | 9% | -54% | 3 | -5 | -15% | . | . | 0.6%
CCOc1ccccc1C(=O)Nc1nnc(SCC(=O)Nc2cc(C)on2)s1 | i | 0.4 | 1 | 2.5% | 4% | -3% | 8 | 4 | 2% | 4 | 680 | 0.4%
COc1ccc(N2CCN(C(c3cccs3)C(C)NS(C)(=O)=O)CC2)cc1 (stereo unspecified) | i | 0.1 | 1.2 | -0.6% | 0% | 27% | 2 | 7 | 12% | -4 | 700 | 0.2%
COC(=O)CN(c1nc(C)cc(OC)n1)S(=O)(=O)c1ccc(C)cc1 | i | 0.8 | 0.9 | 0.5% | 2% | -4% | -4 | -7 | -6% | . | . | 0.3%
O=[N+]([O-])c1cc(C(F)(F)F)ccc1NCCc1c[nH]c2ccc(O)cc12 | i | 6.1 | 0.9 | -2.1% | 1% | 34% | 79* | 43* | 42% | 16 | 666 | -0.6%
Nc1cc(=O)[nH]c(SCc2nc3ccccc3n2Cc2ccccc2)n1 | i | 3.7 | 1.2 | 3.1% | 7% | 7% | 6 | 4 | -10% | . | . | 4.5%
NC(=O)N/N=C/c1ccc(OCc2cccc(Cl)c2)cc1 | i | 0.1 | 1.1 | 5.0% | 1% | -8% | 12 | 16 | -10% | 8 | 723 | 0.5%
NC(=O)C(=O)N/N=C1\CCc2ccccc21 | i | 1.0 | 1.1 | -0.3% | 0% | 6% | -4 | 3 | 2% | 19 | 673 | 0.6%
O=C(N/N=C/c1ccc(Sc2nc3ccccc3s2)c([N+](=O)[O-])c1)c1ccccn1 | i | 2.3 | 1 | -0.4% | 16% | 1% | 3 | -3 | -5% | . | . | -1.8%
Cc1ccccc1CN1C[C@@H]2C[C@@H](c3cn[nH]c3-c3ccc(F)cc3)N3CCC[C@@]23C1=O | i | 0.2 | 1.2 | 3.3% | 2% | 6% | 0 | -19 | 4% | 13 | 728 | -1.4%
Cc1cc(NC(=O)c2ccc(F)cc2)n(CCOC(=O)c2ccc(F)cc2)n1 | i | 0.4 | 1 | -5.2% | 8% | -21% | -3 | 1 | -2% | -4 | 619 | 4.9%
Cc1onc(-c2c(F)cccc2Cl)c1C(=O)N=C(N)N1CC(C)OC(C)C1 (stereo unspecified) | i | 0.5 | . | . | 9% | . | . | . | . | -32 | 670 | 0.1%
C=C(C)Cn1c(C(C)NC(=O)CCC)nc2ccccc21 (stereo unspecified) | i | 1.0 | 1 | . | 6% | -8% | 8 | 9 | -2% | -5 | 705 | -0.7%
CCOC(=O)c1ccc(N2C(=O)CC(Nc3ccc(CCO)cc3)C2=O)cc1 (stereo unspecified) | i | 1.3 | 1 | 2.4% | 1% | 10% | 2 | -13 | 4% | . | . | -0.5%
CC(C)C(OC(=O)c1cc2c(s1)CCCCC2)C(=O)NC(N)=O (stereo unspecified) | i | 0.4 | 1.1 | 1.7% | -1% | 6% | 1 | 3 | 15% | 16 | 730 | 4.8%
COC(=O)c1ccc(/C=N/OCC(=O)NCCc2ccc(OC)c(OC)c2)cc1 | i | 0.7 | 1 | 0.2% | 1% | 8% | 7 | -1 | 9% | 7 | 672 | 0.8%
CCSc1nnc(NC(=O)CSc2nncc(=O)n2N)s1 | i | 0.6 | 1.1 | -2.6% | 6% | -2% | 3 | 4 | -9% | 1 | 662 | -0.1%
COc1ccccc1Cc1nc(-c2ccc(C)cc2)no1 | i | 1.1 | 1.1 | . | 3% | 20% | 35 | 15 | 22% | 0 | 681 | -0.8%
